HP1b binding inh: inhibitors of HP1-beta chromodomain binding to methylated histone tails; AlphaScreen HP1-beta / biotin-H3K9me3 peptide binding; Potency, µM (top dose mostly 114 µM), for inactives: at the top dose activity change, negative = inhibition, usual class: inhibitors; 0.56% of 390,000 active; AID 540317; further: potency means the concentration at half of the fitted maximal effect; nearly all actives have a fitted effect of over 70% in size; inactives centre near 23
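AlphaScreen: HP1-beta (50 nM) preformed 30 min with biotin-H3(1-18)K9me3 peptide (50 nM) in PBS pH 7.4, 0.01% Tween-20. Compound added for 30 min at RT, then streptavidin donor/nickel chelate acceptor beads (10 ug/mL) for 30 min.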
ERG Ets-DNA blk: inhibitors of human ERG Ets domain-DNA interaction | P11308 | fluorescence polarization, His-ERG Ets domain / labelled DNA | Potency, µM (highest dose often 76.9 µM), inactives show at the top dose FP activity, negative = inhibition, usual class: inhibitors | 0.028% of 370,000 active | AID 624246; active means well fitted inhibition curve with a large enough effect in the polarisation, with a control signal flat; inconclusive means small, poorly fitted or top-dose-only effect, or effect the other way, or a change in a side signal; inactive means no such curve, though single readings can be large or run the other way; the % refers to the polarisation;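 further: polarization taken with two DNA probes labelled with fluorescein and Texas red; potency means the concentration at half of the fitted maximal effect; % of control where 0% means no effect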
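His-tagged ERG Ets domain (1 uM in the protein solution; 300mM KCl, 50mM Tris-HCl, 1mM EDTA, 1mM DTT, pH 7.5) received compound, then a probe mix of 5 nM fluorescein-DNA and 100nM Texas-615-DNA. Fluorescence polarization was read for both dyes.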
BAZ2B inh: BAZ2B (human) inhibition. Q9UIF8. AlphaScreen BAZ2B-H3K14Ac peptide displacement. Potency, µM (highest dose often 114 µM), for inactives: at the top dose activity change, negative = inhibition, hits mostly inhibitors. 4.4% of 360,000 active; further: potency means the concentration at half of the fitted maximal effect; on the % scale 0 is the no-effect control and ±100 the full control effect; nearly all actives have a fitted effect of over 60% in size
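BAZ2B (50 nM) with biotin-H3(5-23)K14Ac peptide (50 nM) in PBS pH 7.4, 0.01% Tween-20, preformed 30 min, then compound 30 min at room temperature; top concentration 110uM. AlphaScreen streptavidin donor/nickel chelate acceptor beads (10 ug/mL final), 20 min dark, signal read.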
JMJD2A Tudor: inhibitors of human JMJD2A Tudor domain; O75164; AlphaScreen JMJD2A-Tudor / H3K4me3 peptide binding; Potency, µM (doses to about 114 µM), for the others: at the highest dose activity change, negative = inhibition, usual class: inhibitors; 4.4% of 390,000 active; AID 504339; further: potency means the concentration at half of the fitted maximal effect; on the % scale 0 is the no-effect control and ±100 the full control effect; nearly all actives have a fitted effect of over 50% in size
RGS4 inhibitor: inhibitors of human regulator of G protein signaling 4 | P49798 | Transcreener GDP fluorescence polarization, RGS4-accelerated GTP hydrolysis | Potency, µM (titrated, usually from 114 µM), for inactives: at the top dose activity change, negative = inhibition, hits mostly inhibitors | 0.039% of 390,000 active | AID 504845; further: potency means the concentration at half of the fitted maximal effect; on the % scale 0 is the no-effect control and ±100 the full control effect; nearly all actives have a fitted effect of over 75% in size; some results filed as inactive show a strong effect at the top dose
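MLSMR compounds (23 nl, pin-transferred) preincubated 10 min at room temperature with a 500nM (2x) first reagent, then RGS4 at 900nM (2x) plus Transcreener GDP mix added; fluorescence polarization (620/688 nm) read before and after 90 min at 30 °C.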
G9a block: inhibitors of human histone lysine methyltransferase G9a; Q96KQ7; G9a H3K9 monomethylation, AlphaScreen, 2 h; Potency, µM (highest dose often 102 µM), for the others: at the top dose activity, negative = inhibition, hits mostly inhibitors; 8.8% of 350,000 active; AID 504332; further: potency means the concentration at half of the fitted maximal effect; on the % scale 0 is the no-effect control and ±100 the full control effect; nearly all actives have a fitted effect of over 75% in size
Target sequence (Q96KQ7 913-1193 limits assumed): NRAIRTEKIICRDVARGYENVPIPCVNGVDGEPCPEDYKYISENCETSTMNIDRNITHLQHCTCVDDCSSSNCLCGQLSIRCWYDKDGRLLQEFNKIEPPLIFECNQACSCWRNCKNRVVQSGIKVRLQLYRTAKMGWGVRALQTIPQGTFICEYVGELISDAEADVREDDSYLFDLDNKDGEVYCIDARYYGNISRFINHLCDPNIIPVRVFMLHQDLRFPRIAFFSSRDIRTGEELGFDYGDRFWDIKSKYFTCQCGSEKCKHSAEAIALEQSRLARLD
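Readings reflect AlphaScreen signal from monomethyl-H3K9 antibody detection. HMT at 20 nM; substrate b-H3K9 500 nM; cofactor SAM 20 uM; 2 h RT reaction; compounds tested as titrations in qHTS with 15 min preincubation.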
GLS inhibitor: inhibitors of human glutaminase (GLS). O94925. Potency, µM (series often up to 45.5 µM), for the others: at the highest dose activity change, negative = inhibition, most hits filed as inhibitors. GLS enzymatic activity, qHTS titration. 0.21% of 410,000 active; further: potency means the concentration at half of the fitted maximal effect; on the % scale 0 is the no-effect control and ±100 the full control effect
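hKGA; 45 mM KH2PO4 pH 8.2 + 0.02% Tween-20; cpd via pin tool; 1 mM Gln soln; GluOx/HRP/Amplex Red; RT 30 min; fluor. t0 & final.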
PI4K2A block: inhibitors of human PI4K2A; Q9BTU6; purified PI4K2A, ADP-Glo luminescence, 1 h; hits give low values; activity change, negative = inhibition, % at 76.9 µM; 0.13% of 420,000 active; in the data active means activity change below about -50%; inconclusive means mostly about -30% to -49%;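 further: -100% = wells without enzyme as full effect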
Target sequence (Q9BTU6 whole entry, looked up): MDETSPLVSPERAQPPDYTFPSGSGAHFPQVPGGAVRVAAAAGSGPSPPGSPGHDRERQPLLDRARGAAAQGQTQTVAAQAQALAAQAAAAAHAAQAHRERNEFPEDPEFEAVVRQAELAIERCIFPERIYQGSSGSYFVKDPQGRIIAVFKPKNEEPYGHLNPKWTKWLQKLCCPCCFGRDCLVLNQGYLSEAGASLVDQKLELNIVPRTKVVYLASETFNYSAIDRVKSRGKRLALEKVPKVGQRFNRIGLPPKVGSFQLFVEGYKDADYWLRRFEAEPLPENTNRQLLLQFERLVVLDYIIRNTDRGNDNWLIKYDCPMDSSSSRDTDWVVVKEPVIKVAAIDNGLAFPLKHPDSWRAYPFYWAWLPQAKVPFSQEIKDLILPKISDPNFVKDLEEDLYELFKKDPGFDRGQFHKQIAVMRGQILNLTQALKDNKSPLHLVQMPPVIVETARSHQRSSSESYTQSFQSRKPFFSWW
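Compounds are screened against recombinant PI4K2A using PI as substrate and ATP, the latter dispensed at 300 microM. Reactions run one hour at ambient temperature before ADP-Glo detection; full inhibition defined by wells lacking enzyme.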
12-LOX inh: ALOX12 (human) lipoxygenase inhibition | purified 12hLO, xylenol orange hydroperoxide absorbance | Potency, µM (doses to about 108 µM), inactives show at the highest dose activity change, negative = inhibition, hits mostly inhibitors | 1.1% of 580,000 active | AID 1671190; further: potency means the concentration at half of the fitted maximal effect; on the % scale 0 is the no-effect control and ±100 the full control effect
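Purified human 12hLO at 150 nM in 25 mM Hepes, 0.01% Triton X-100, pH 7.0, preincubated 15 min at room temperature with compound. Reaction started with 40 uM arachidonic acid, 30 min at room temperature. Hydroperoxide measured by Fe-xylenol orange, 573/405 nm absorbance ratio.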
* hit, by the source's call; ? = inconclusive; . = not tested or not shown; [ ] = dose if it differs, or a comment. Unless noted, the call rests on the fitted dose curve; in most records, active means well fitted curve in the direction sought with a large enough effect; inconclusive means small, poorly fitted or top-dose-only effect, or another doubt; inactive means no such curve, though single readings can be large; an effect the other way counts as inactive or inconclusive. This is a subset; count on the stated rates, not on these rows.

| GLS inhibitor | ERG Ets-DNA blk | HP1b binding inh | RGS4 inhibitor | BAZ2B inh | 12-LOX inh | PI4K2A block | G9a block | JMJD2A Tudor | Structure |
| --- | --- | --- | --- | --- | --- | --- | --- | --- | --- |
| 0% | 5% | 15% | -17% | 6% | 10% | -3 | 20% | -10% | COc1ccccc1C(=O)C1CCCN(Cc2cccc(OCCO)c2)C1 (stereo unspecified) |
| 10% | 7% | 16% | 3% | 11% | 0% | -3 | 2%[59 µM] | -18% | CCCCc1ccc(Nc2nc(CCC)cc(=O)[nH]2)cc1 |
| 0% | 2% | 37% | -11% | 10% | 1% | -8 | 0% | -12% | O=C(CCNC(=O)Cn1ccc2ccccc2c1=O)NCCCN1CCOCC1 |
| -4% | 7% | 1% | 7%[11.4 µM] | 0% | -18% | 2 | 16%[12.7 µM] | -17%[57.1 µM] | N=c1c2c3c(sc2ncn1CCN1CCOCC1)CCCC3 |
| 3% | 5% | 45%[activator] | 6% | 20% | -2% | 2 | -9%[12.7 µM] | 18% | COc1c(-c2ccccc2)oc2c(ccc3occc32)c1=O |
| -17% | 1% | 14% | -37% | . | ? | -16 | . | ? | C[C@H](CO)N1C[C@H](C)[C@H](CN(C)C(=O)Nc2ccc(C(F)(F)F)cc2)Oc2c(NC(=O)c3ccncc3)cccc2C1=O |
| -13% | 5% | 49%[activator] | -9% | -2% | 35% | -76* | 0% | -4% | O=C(N/N=C/c1ccco1)c1ccn[nH]1 |
| -5% | -3% | 9% | -8% | 4%[57.1 µM] | 2% | -3 | -6%[59 µM] | -7% | Cc1ccc(N2C(=O)CSC23C(=O)N(CC(=O)NC2CCCCC2)c2ccccc23)cc1C (stereo unspecified) |
| 2% | 7% | -4% | 3% | -15% | -28% | 2 | -37%[59 µM] | -20% | Cc1ccc(S(=O)(=O)NCCNc2ccc([N+](=O)[O-])cc2C(F)(F)F)cc1 |
| -4% | . | 58%[activator] | -2% | 10% | ? | -2 | 7%[12.7 µM] | -2% | Fc1c(F)c(C(F)(F)F)c(F)c(F)c1N/N=C\c1cccs1 |
| 32%[activator] | 10% | 16% | 4% | . | ? | -2 | . | -15% | COc1cc(/C=C/C(=O)O[C@H]2[C@H](O[C@@H]3O[C@@H](C)[C@H](O)[C@@H](O)[C@H]3O)[C@@H](O)[C@H](OCCc3ccc(O)c(OC)c3)O[C@@H]2CO)ccc1O |
| -14% | 11% | 11% | -18% | 0% | . | 6 | 19%[59 µM] | -20% | Cc1nc2ccc(NC(=O)c3cccc(S(=O)(=O)N(C)c4ccccc4)c3)cc2s1 |
| -6% | -5% | 19% | -22% | -2% | . | 2 | -6%[59 µM] | -33% | CN1CC=C2C(C#N)=C(N)C(C#N)(C#N)C(CCc3ccccc3)C2C1 (stereo unspecified) |
| 3% | 0% | 28% | -16% | 3% | -23% | 3 | 6%[59 µM] | -5% | CCSc1nnc(NC(=O)[C@@H](NC(=O)c2ccccc2)C(C)C)s1 |
| -3% | -2% | 30% | -17% | -2% | -3% | 2 | 31%[activator][12.7 µM] | 6% | CCN(CC)C(=O)c1cccc(NC(=O)c2ccccc2OCc2c(C)noc2C)c1 |

Record cards, as listed above. Order of screens: GLS inhibitor | ERG Ets-DNA blk | HP1b binding inh | RGS4 inhibitor | BAZ2B inh | 12-LOX inh | PI4K2A block | G9a block | JMJD2A Tudor
C[C@H](CO)N1C[C@H](C)[C@H](CN(C)C(=O)Nc2ccc(C(F)(F)F)cc2)Oc2c(NC(=O)c3ccncc3)cccc2C1=O in the list: -17% | 1% | 14% | -37% | . | ? | -16 | . | ?
O=C(CCNC(=O)Cn1ccc2ccccc2c1=O)NCCCN1CCOCC1 in the list: 0% | 2% | 37% | -11% | 10% | 1% | -8 | 0% | -12%
COc1c(-c2ccccc2)oc2c(ccc3occc32)c1=O in the list: 3% | 5% | 45%[activator] | 6% | 20% | -2% | 2 | -9%[12.7 µM] | 18%
COc1cc(/C=C/C(=O)O[C@H]2[C@H](O[C@@H]3O[C@@H](C)[C@H](O)[C@@H](O)[C@H]3O)[C@@H](O)[C@H](OCCc3ccc(O)c(OC)c3)O[C@@H]2CO)ccc1O in the list: 32%[activator] | 10% | 16% | 4% | . | ? | -2 | . | -15%
CCN(CC)C(=O)c1cccc(NC(=O)c2ccccc2OCc2c(C)noc2C)c1 in the list: -3% | -2% | 30% | -17% | -2% | -3% | 2 | 31%[activator][12.7 µM] | 6%

(cont.)
| GLS inhibitor | ERG Ets-DNA blk | HP1b binding inh | RGS4 inhibitor | BAZ2B inh | 12-LOX inh | PI4K2A block | G9a block | JMJD2A Tudor | Structure |
| --- | --- | --- | --- | --- | --- | --- | --- | --- | --- |
| 3% | -10% | 17% | 27% | -5% | 16% | -3 | 15%[12.7 µM] | -20% | CCN(Cc1ccc2c(c1)OCO2)C(=O)CSc1nc(C)nc2sc(C)c(C)c12 |
| -1% | 3% | -32% | -29% | 50µM* | ? | -1 | -10% | 18µM* | NC(=O)C1CCCN(CC(O)COCc2ccc(Cl)cc2)C1 (stereo unspecified) |
| 0% | 1% | 18% | -17% | 20µM* | -1% | -9 | -7% | 40µM* | O=C(Oc1c(CN2CCOCC2)cc(Cl)c2cccnc12)c1ccccc1Br |
| 2% | 3% | 46%[activator] | 23% | 8% | ? | 0 | -3%[59 µM] | 9% | CCOC(=O)C1CCN(S(=O)(=O)c2cc(-c3cc(C)no3)ccc2C)CC1 |

2 records picked at random from the list so far, as already listed:
| GLS inhibitor | ERG Ets-DNA blk | HP1b binding inh | RGS4 inhibitor | BAZ2B inh | 12-LOX inh | PI4K2A block | G9a block | JMJD2A Tudor | Structure |
| --- | --- | --- | --- | --- | --- | --- | --- | --- | --- |
| 10% | 7% | 16% | 3% | 11% | 0% | -3 | 2%[59 µM] | -18% | CCCCc1ccc(Nc2nc(CCC)cc(=O)[nH]2)cc1 |
| 32%[activator] | 10% | 16% | 4% | . | ? | -2 | . | -15% | COc1cc(/C=C/C(=O)O[C@H]2[C@H](O[C@@H]3O[C@@H](C)[C@H](O)[C@@H](O)[C@H]3O)[C@@H](O)[C@H](OCCc3ccc(O)c(OC)c3)O[C@@H]2CO)ccc1O |

Screens from PubChem BioAssay.
